Source: PubChem
SIAE inh – human SIAE inhibition, primary screen; Q9HAT2; SIAE FP-Rh probe binding, fluorescence polarization; inhibition, % at 9.66 µM; 370,000 tested, 0.69% active; AID 1053197;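 active means inhibition above a cutoff: mean of compounds within the control limits plus 3 SD of those, cut at about 17% in these data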;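 further: 0% = plate median of compound wells and 100% = probe without SIAE protein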
Target sequence (Q9HAT2 whole entry, looked up): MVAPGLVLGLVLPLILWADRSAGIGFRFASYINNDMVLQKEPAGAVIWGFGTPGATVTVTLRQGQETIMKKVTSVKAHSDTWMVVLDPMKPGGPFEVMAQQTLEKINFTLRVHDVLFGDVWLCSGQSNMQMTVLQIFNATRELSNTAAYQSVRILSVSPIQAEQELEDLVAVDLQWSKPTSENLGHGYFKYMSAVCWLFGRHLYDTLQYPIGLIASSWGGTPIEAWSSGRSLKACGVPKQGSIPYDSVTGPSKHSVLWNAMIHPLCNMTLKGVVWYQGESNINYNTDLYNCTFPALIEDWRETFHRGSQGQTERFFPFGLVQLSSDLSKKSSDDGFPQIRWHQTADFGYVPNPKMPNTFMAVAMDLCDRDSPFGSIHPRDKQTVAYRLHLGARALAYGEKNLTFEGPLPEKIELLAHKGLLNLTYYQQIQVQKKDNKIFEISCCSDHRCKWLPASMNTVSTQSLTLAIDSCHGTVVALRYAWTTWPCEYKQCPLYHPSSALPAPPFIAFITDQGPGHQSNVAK
TDP2 absorb – TDP2 (human) inhibition, absorbance primary screen. O95551. recombinant TDP2, T5PNP hydrolysis, p-nitrophenol absorbance 415 nm. inhibition, % at 12.8 µM. 370,000 tested, 0.34% active. AID 720702;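 active means inhibition above the mean of all tested compounds plus 3 SD, set per campaign, cut at about 25% in these data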;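 further: 0% = DMSO with enzyme and 100% = buffer with substrate but no TDP2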
Target sequence (O95551 whole entry, looked up): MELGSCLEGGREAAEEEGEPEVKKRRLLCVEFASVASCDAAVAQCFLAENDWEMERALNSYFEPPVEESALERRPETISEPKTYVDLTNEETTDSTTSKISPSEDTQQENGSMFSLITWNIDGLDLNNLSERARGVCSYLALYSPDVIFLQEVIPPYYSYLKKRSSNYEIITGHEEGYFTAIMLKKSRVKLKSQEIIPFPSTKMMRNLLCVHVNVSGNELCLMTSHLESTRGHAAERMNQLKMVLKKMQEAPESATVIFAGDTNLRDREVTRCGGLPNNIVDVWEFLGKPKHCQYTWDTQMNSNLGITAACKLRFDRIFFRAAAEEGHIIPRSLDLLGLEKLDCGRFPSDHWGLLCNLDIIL
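Material: recombinant human TDP2; quantity: TDP2 enzyme at 120 nM final; medium: Tris-HCl pH 7.5 with MgCl2; compound: single concentration, 12.8 µM nominal, with 1% DMSO; incubation: 2 h enzyme incubation at 37 °C; signal: epi absorbance; measure: percent inhibition; benchmarks: high control without enzyme, low control DMSO plus TDP2; repeats: singlicate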
LEDGF integ inh – blocks HIV-1 LEDGF/p75-dependent DNA integration; TR-FRET IN-LEDGF/p75 DNA integration, Eu/Cy5; inhibition, % at 3.7 µM; 370,000 tested, 0.64% active; AID 743269;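 active means inhibition above the screen-wide mean plus 3 SD, cut at about 13% in these data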;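 further: signal is the Cy5 over europium emission ratio at 671 and 618 nm; 0% = plate median of compound wells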
PG9 binder – small molecules binding HIV-1 gp120 antibody PG9 | 360,000 tested, 0.43% active | inhibition, % at 6.7 µM | TR-FRET gp120-PG9 antibody binding; in the data active means inhibition above about 8.5%
PRMT1 FP inh – inhibitors of human PRMT1. recombinant PRMT1, activity-based probe fluorescence polarization. Q99873. AID 652257. inhibition, % at 2.79 µM. 370,000 tested, 1.3% active;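 active means inhibition above about 21% made by adding two undisclosed values, limit read from the data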
HTRA1 inhibitor – inhibitors of human serine peptidase HTRA1 | Q92743 | recombinant HTRA1, FP-rhodamine activity-based probe, fluorescence polarization | inhibition, % at 5.96 µM | 340,000 tested, 0.5% active; in the data active means inhibition above about 36%;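 further: 0% = enzyme with DMSO and 100% = wells lacking enzyme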
rCAG binder – molecules binding r(CAG) RNA repeats | r(CAG) RNA repeat, TO-PRO-1 dye displacement fluorescence | inhibition, % at 3 µM | 370,000 tested, 1.3% active | AID 651821;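 active means inhibition above the plate cutoff, the mean of all test compounds on that plate plus 3 SD, cut at about 35% in these data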;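 further: 0% = DMSO alone and 100% = 100 µM mitoxantrone as full dye displacement; higher means more dye released from RNA so lower well fluorescence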
ABHD4 inh – inhibits mouse alpha/beta hydrolase domain 4; inhibition, % at 8.92 µM; Q8VD66; AID 720543; purified mABHD4, FP-Rh probe fluorescence polarization; 370,000 tested, 0.54% active;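 active means inhibition exceeding the mean over every tested compound plus 3 SD, cut at about 30% in these data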;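 further: 0% = plate median of compound wells and 100% = S159A mutant with DMSO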
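Material: mouse ABHD4 enzyme, wild type; Benchmarks: S159A mutant high control, sample median low control; Buffer or medium: HEPES pH 7.0, NaCl, Pluronic buffer; Signal: fluorescence polarization; Read-out: percent inhibition of probe binding, normalized to plate controls; Timing: pre-incubation 45 min, probe exposure 60 min, at 25 °C; Dosing: 8.92 µM, single dose.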
TCR-CD3 inh – human TCR-CD3 binding inhibition; 360,000 tested, 0.37% active; TAMRA-labeled TCR probe fluorescence, biochemical; inhibition, % at 9.4 µM; in the data active means inhibition above about 19%;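 further: recombinant mutant TCR 2C K166C tagged with TAMRA read by polarization; 0% = receptor in buffer alone and 100% = receptor with positive control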
NR1D1 modulator – modulators of human Rev-erb alpha DNA binding; P20393; Rev-erbα–FITC-DNA binding, fluorescence polarization, 90 min; activity, % at 10 µM; 370,000 tested, 0.79% active; AID 1259318;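 active means activity above about 14%, limit read from the data; passing the limit was not always enough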;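 further: 0% = DMSO wells with 35 nM protein and 100% = DMSO wells with 750 nM protein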
Active calls of the source: *; . = no result given. This is a subset, so the mix of outcomes need not match the whole.

SMILES	SIAE inh	TDP2 absorb	LEDGF integ inh	PG9 binder	PRMT1 FP inh	HTRA1 inhibitor	rCAG binder	ABHD4 inh	TCR-CD3 inh	NR1D1 modulator
CC1=C(C(=O)N(C(C)C)C(C)C)CC(CC(=O)NCc2cccc3ccccc23)C(=O)N1CCCN1CCCC1=O (stereo not given)	-3	4	-3	-0.9	5	.	0	-10	-6	0
CCOC(=O)c1ccc(N2C(=O)CC(N3CC(C)OC(C)C3)C2=O)cc1 (stereo not given)	-4	-6	3	0.9	1	0	-7	-2	-3	0
Cn1c(NC(=O)c2ccco2)c(-c2ccccc2)c(=O)c2ccccc21	-3	-1	0	-0.9	0	13	1	1	-5	-1
CC(C)Cc1ccccc1S(N)(=O)=O	5	5	-2	1.5	-6	4	-2	-1	-5	-6
O=C(NCc1ccc(F)cc1)c1cc(S(=O)(=O)N2CCCCC2)ccc1N1CCOCC1	0	-9	3	1.9	-4	-2	0	4	-4	5
Cc1ccc(S(=O)(=O)NC(=O)C2(C)CCN2C(=O)Cc2ccc(-c3ccccc3)cc2)nc1 (stereo not given)	-5	4	0	-0.5	0	.	23	6	-4	1
CC(C)NC(=O)C(=O)NCCCN1CCOCC1	9	-6	-4	-2.4	-3	-2	2	4	5	-3
O=C(O)CCCC(=O)OCCc1cc2ccccc2c(=O)o1	-3	2	2	-0.6	2	0	3	-1	2	4
CCOC(=O)c1ccc(S(=O)(=O)N2CCN(C(=O)c3cc(=O)c4ccccc4o3)CC2)cc1	5	-9	2	-1.9	0	-5	-2	-3	2	1
NS(=O)(=O)c1ccc(NC(=O)CSc2n[nH]c(=O)n2C2CC2)cc1	2	-9	-1	-2.9	-2	5	0	-2	-4	4
COc1cc(/C=C2/C(=N)N3C=CSC3=NC2=O)ccc1OCCCOc1ccccc1C	0	0	0	-1.3	1	-31	1	-5	0	1
COc1ccc(C(=O)NCC(=O)N=Nc2c(O)n(C)c3ccccc23)cc1OC	-5	-4	-2	-4.5	4	-1	0	9	-4	5
COc1ccc(C(NC(=O)c2c(F)c(F)c(F)c(F)c2F)c2ccccc2)cc1 (stereo not given)	0	-5	-3	-2.8	0	-12	-2	-15	7	-1
C[C@@H]1CN([C@H](C)CO)C(=O)c2cc(C#CC3CC3)cnc2O[C@H]1CN(C)S(C)(=O)=O	-2	6	-9	0.5	0	0	2	1	2	2
CCOc1ccc(NC(=O)C2CCCN(C(=O)Nc3ccccc3)C2)cc1 (stereo not given)	-5	-6	0	-2.2	-2	-8	-4	1	-1	-3
CC(OC(=O)CCc1nc2ccccc2c(=O)[nH]1)C(=O)Nc1ncc(Cl)cc1Cl (stereo not given)	2	12	1	-2.3	2	.	-3	2	3	-5
O=C(/C=C/c1ccccc1)Nc1cccc(S(=O)(=O)Nc2ccccc2F)c1	-69	5	-2	-0.6	3	-44	38*	-66	7	-1
Cc1ccc(S(=O)(=O)N2CCN(C(=O)CSc3nc4ccccc4o3)C2)cc1	6	0	-2	-0.4	-2	-3	-4	-3	6	0
CCn1c(SC(C)C(=O)NC2CCCC2)nc2cc(S(N)(=O)=O)ccc21 (stereo not given)	6	4	-6	0.8	3	-7	1	2	0	-3
Cc1c(C(=O)Nc2ccccc2[N+](=O)[O-])csc1-c1ccccc1	-2	2	-3	-1.4	2	-6	4	-3	9	0
c1ccc2cc(C3OCC4(CCCC4)CO3)ccc2c1	0	-6	-1	0.9	2	-6	2	-2	-6	-2
O=C(Nc1ccccc1C(=O)N1CCN(c2ccccc2)CC1)c1ccco1	-15	-3	2	-0.6	-1	-8	-5	-7	8	-2
CN1CCN(CC(=O)Nc2nnc(-c3cccs3)s2)CC1	-2	4	0	-0.9	-1	5	-2	6	1	0
Cc1ccc(S(=O)(=O)NC(=O)Nc2cc(C)on2)cc1	-3	-21	4	-1.2	-2	-5	8	-6	-6	-4
CC(C(=O)N1CCOCC1)N1c2cccc3cccc(c23)S1(=O)=O (stereo not given)	0	-7	2	-3.7	-1	0	0	-7	-1	1
CCOc1ccc(C(=O)Nc2cc(C)on2)cc1	-2	7	0	1.0	3	2	0	-11	5	-2
CC(=O)N1c2ccc(C)cc2C(c2ccccc2)CC1C (stereo not given)	0	-5	1	0.0	3	-2	-10	-8	-5	9
O=C(NCCOc1cccnc1)c1ccc(OC2CCN(Cc3ccccn3)CC2)cc1	1	1	-2	-2.0	4	5	-8	0	-7	-4
O=C(/C=C/c1cc(Br)ccc1F)OCC(=O)N1CCOCC1	-7	6	2	-0.2	0	3	-2	2	3	-4
CC1Cc2ccccc2N1S(=O)(=O)c1ccc(Cl)nc1 (stereo not given)	2	1	0	-1.4	-4	-2	-2	-7	3	-1
Cc1cc(N2C(=O)C(O)=C(C(=O)c3ccc(C)o3)C2c2cccs2)no1 (stereo not given)	-4	0	4	9.6*	8	0	4	3	0	2
CCc1ccc(/C=N/NC(=O)c2ccc(OC3CCCC3)cc2)s1	-2	-7	3	-2.3	0	-25	0	-9	4	-1
CN(C)S(=O)(=O)c1ccc(NC(=O)c2c(F)cccc2Cl)cc1	-8	1	0	-1.1	-4	-12	10	-3	8	2
CC(C)C1CC(O)(C2(O)CCCCC2)ON1 (stereo not given)	3	-3	2	1.8	3	0	-3	-2	-8	-1
Cc1cccc(C(=O)NCC(=O)OCC(=O)N2CCCCC2)c1	3	14	-1	0.7	0	-3	-2	1	-17	-5
O=C(NCc1cccnc1)c1ccc2c(c1)C(=O)N(Cc1ccccc1)C2=O	2	1	-6	1.2	0	-3	-7	-1	-1	4
CC(=O)Nc1nc(C)nc(C)c1C(C)=O	8	-5	1	-2.4	-1	0	1	-1	8	-3
CC1(C)CC(NC(=S)Nc2ccc([N+](=O)[O-])cc2)CC(C)(C)N1	-2	-4	-3	1.6	4	5	6	3	-3	-3
CN1c2ccsc2/C(=N/Nc2ccc(F)cc2)CS1(=O)=O	1	-11	1	-4.6	19	21	7	16	3	4
Cc1ccc(OC(=S)Nc2ccccc2)c(C)c1	1	7	2	-2.3	-1	-1	0	2	6	-1
CCOC(=O)c1ccc(-c2c(-c3ccccc3OC)oc3ccccc23)cc1F	-4	-17	0	0.9	-1	-18	8	-15	2	8
CCOC(=O)C1CCCN(C(=O)c2ccc(Cn3c(=S)[nH]c4cc(C(=O)OC)ccc4c3=O)cc2)C1 (stereo not given)	-6	2	1	-0.7	6	2	2	9	-1	-2
CN(CC(=O)N1CCN(c2ccc(F)cc2)CC1)S(=O)(=O)c1ccc2c(c1)c(=O)n(C)c(=O)n2C	0	-1	2	-2.7	-1	13	-4	1	3	-3
NS(=O)(=O)c1ccc(NC2=CC(c3ccc(F)cc3)N(c3ccc(S(N)(=O)=O)cc3)C2=O)cc1 (stereo not given)	-4	9	-2	0.4	-1	-15	46*	-25	5	3
C[C@H](CO)N1C[C@H](C)[C@@H](CN(C)Cc2cccnc2)Oc2ncc(-c3cccc(C#N)c3)cc2C1=O	2	-9	0	-1.2	-1	2	0	10	8	-1
Cc1ccc(S(=O)(=O)N2CCC(C(=O)Nc3nnc(C4CCCC4)s3)CC2)cc1	-14	-16	2	-0.3	-4	6	1	-5	6	4
COC(=O)Cc1[nH]nc2c1C(c1c[nH]c3ccccc13)C(C#N)=C(N)O2 (stereo not given)	9	-4	0	-1.0	0	5	-1	-1	2	3
CC(C)CC(COCc1ccc(Cl)cc1)N1CCN(C(=O)c2ccc(Cl)cc2Cl)CCC1=O (stereo not given)	2	-12	4	-1.2	0	-37	0	-5	7	0
Cc1ccc(OCc2cc(C(=O)N(C)Cc3cnn(-c4ccccc4C)c3)no2)cn1	4	-2	3	0.1	-2	-3	-8	5	1	-4
COc1ccc(S(=O)(=O)Nc2ccc(F)c(F)c2)cc1C(=O)N1CCOCC1	-3	-14	-5	-0.6	0	0	2	0	-4	6
COc1ccc(CNC(=O)CNS(=O)(=O)c2cccs2)cc1	2	-1	1	-0.1	1	-1	0	-2	-3	6
O=C(NNS(=O)(=O)c1ccc(F)cc1)C1CCN(Cc2cccc(F)c2)CC1	3	2	-4	0.5	2	3	-3	2	2	0
COc1cc2c(cc1OC)C(C1C(=O)CC(C)CC1=O)N(C(=O)CCl)CC2 (stereo not given)	8	-3	2	-1.5	2	-1	-3	3	7	2
O=C(CSc1n[nH]c(-c2ccccc2Br)n1)NC(=O)NCc1ccco1	-3	-3	1	-1.8	1	-3	3	2	6	-4

Grouped by structure: those above containing two or more sulfur atoms.
SMILES	SIAE inh	TDP2 absorb	LEDGF integ inh	PG9 binder	PRMT1 FP inh	HTRA1 inhibitor	rCAG binder	ABHD4 inh	TCR-CD3 inh	NR1D1 modulator
NS(=O)(=O)c1ccc(NC(=O)CSc2n[nH]c(=O)n2C2CC2)cc1	2	-9	-1	-2.9	-2	5	0	-2	-4	4
Cc1ccc(S(=O)(=O)N2CCN(C(=O)CSc3nc4ccccc4o3)C2)cc1	6	0	-2	-0.4	-2	-3	-4	-3	6	0
CCn1c(SC(C)C(=O)NC2CCCC2)nc2cc(S(N)(=O)=O)ccc21 (stereo not given)	6	4	-6	0.8	3	-7	1	2	0	-3
CN1CCN(CC(=O)Nc2nnc(-c3cccs3)s2)CC1	-2	4	0	-0.9	-1	5	-2	6	1	0
CN1c2ccsc2/C(=N/Nc2ccc(F)cc2)CS1(=O)=O	1	-11	1	-4.6	19	21	7	16	3	4
NS(=O)(=O)c1ccc(NC2=CC(c3ccc(F)cc3)N(c3ccc(S(N)(=O)=O)cc3)C2=O)cc1 (stereo not given)	-4	9	-2	0.4	-1	-15	46*	-25	5	3
Cc1ccc(S(=O)(=O)N2CCC(C(=O)Nc3nnc(C4CCCC4)s3)CC2)cc1	-14	-16	2	-0.3	-4	6	1	-5	6	4
COc1ccc(CNC(=O)CNS(=O)(=O)c2cccs2)cc1	2	-1	1	-0.1	1	-1	0	-2	-3	6
